Assay outcomes: PubChem, The Scripps Research Institute Molecular Screening Center
OXTR potentiator: potentiates the human oxytocin receptor response; hit rate 0.061% among 320,000; AID 2445; activation, % at 3 µM; P30559; CHO-OTR cells, Fluo-8 calcium fluorescence, potentiator mode; 0% = oxytocin EC15, 100% = EC100;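 active means activation above that plate's cutoff, the mean activation of tested compounds plus 3 SD, cut at about 6.6% in these data, passing the limit was not always enough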;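 further: 100% uses oxytocin at 75 nM as the full agonist control; some results filed as inactive read as strong as hits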
Target sequence (P30559 whole entry, looked up): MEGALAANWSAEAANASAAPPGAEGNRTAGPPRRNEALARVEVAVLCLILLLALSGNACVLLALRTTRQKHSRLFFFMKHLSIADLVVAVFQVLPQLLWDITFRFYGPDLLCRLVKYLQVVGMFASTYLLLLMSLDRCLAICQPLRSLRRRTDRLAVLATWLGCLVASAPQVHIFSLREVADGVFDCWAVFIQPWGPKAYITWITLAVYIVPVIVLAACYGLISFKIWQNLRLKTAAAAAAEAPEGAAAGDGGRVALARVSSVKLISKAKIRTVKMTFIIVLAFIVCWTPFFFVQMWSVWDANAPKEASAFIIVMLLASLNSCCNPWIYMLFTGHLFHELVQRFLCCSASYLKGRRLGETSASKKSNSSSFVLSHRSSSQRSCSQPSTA
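Material: CHO-OTR cells, human receptor; compound dosing: single dose, 3.0 µM nominal final compound concentration; schedule: 6 min compound pre-incubation at room temperature, 100 s kinetic read; measured by: kinetic Fluo-8 calcium fluorescence; read-out basis: % activation vs EC15 and EC100 oxytocin; controls: EC15 oxytocin alone as 0%, 75 nM oxytocin as 100%; replicates: singlicate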
CHO-K1 Ca antag: nonselective inhibitor or artifact in parental CHO-K1 cells; ATP-induced calcium, Fluo-8 fluorescence; inhibition, % at 3 µM; hit rate 0.6% among 360,000; AID 602250;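 active means inhibition above a per-plate cutoff, the plate's mean sample inhibition plus 3 SD, cut at about 24% in these data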;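 further: 0% = DMSO plus EC80 ATP and 100% = DMSO alone without ATP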
V1aR counter: activates human V1a receptor in oxytocin agonist counter-screen | AID 2797 | activation, % at 3 µM | hit rate 0.25% among 320,000 | CHO-V1R cells, Fluo-8 calcium fluorescence, agonist mode; 0% DMSO, 100% 3 nM vasopressin;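 active means activation above the mean activation of all tested compounds plus 3 SD, per screening run, cut at about 20% in these data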;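 further: signal is peak over basal fluorescence ratio across a 100 second FLIPR read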
TAAR1 antagonist: antagonists of human TAAR1. hit rate 1.5% among 360,000. AID 624466. inhibition, % at 3 µM. Q96RJ0. CHO RD-HGA16 TAAR1, Fluo-8 calcium fluorescence, antagonist;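 active means inhibition above a per-plate cutoff, the mean inhibition of test compounds on that plate plus 3 SD, cut at about 49% in these data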;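 further: 0% = DMSO plus EC80 beta-PEA response and 100% = DMSO alone without agonist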
Target sequence (Q96RJ0 whole entry, looked up): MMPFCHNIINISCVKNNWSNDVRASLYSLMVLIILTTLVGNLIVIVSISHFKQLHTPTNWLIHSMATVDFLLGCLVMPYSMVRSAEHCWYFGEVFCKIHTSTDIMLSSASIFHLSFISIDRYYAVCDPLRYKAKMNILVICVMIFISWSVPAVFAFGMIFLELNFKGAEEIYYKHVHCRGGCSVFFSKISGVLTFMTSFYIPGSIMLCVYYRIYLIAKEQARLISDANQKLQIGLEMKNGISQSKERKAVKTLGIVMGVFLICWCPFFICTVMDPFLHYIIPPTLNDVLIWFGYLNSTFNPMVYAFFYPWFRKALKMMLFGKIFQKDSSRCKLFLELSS
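System: CHO RD-HGA16 cells bearing hTAAR1. Reagent: EC80 β-phenethylamine stimulus. Schedule: seeding 17-24 h prior, 75-min 37 °C, 30-min RT dye loading. Signal: Fluo-8 intracellular calcium dye fluorescence, real-time kinetic reads. Read-out: % inhibition from peak post-agonist over basal fluorescence ratio. Benchmarks: vehicle wells and EC80 agonist wells. Replicates: n of 1.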
M1 PAM parental: M1 PAM counterscreen hit in parental CHO-K1 cells. activation, % at 3 µM. hit rate 0.02% among 360,000. ATP EC20, Fluo-8 calcium fluorescence; 0% at ATP EC20, 100% at ATP max;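 active means activation above the run cutoff, the mean activation of all test compounds plus 3 SD, cut at about 40% in these data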;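 further: peak over basal fluorescence ratio in a 140 s read after ATP addition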
TAAR1 ag: human TAAR1 agonism. Q96RJ0. CHO RD-HGA16 TAAR1, Fluo-8 calcium fluorescence; vehicle wells 0%, saturating PEA agonist 100%. activation, % at 3 µM. hit rate 0.99% among 360,000. AID 624467;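 active means activation above the mean activation of all test compounds in the run plus 3 SD, cut at about 38% in these data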
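Assay system – CHO-derived RD-HGA16 cells with stable Gα16 and human TAAR1 · Compound dosing – one-point dosing at 3 µM (nominal) · Incubation – 17-24 h seeding, 75 min 37 °C dye, 30 min RT · Measured by – kinetic Fluo-8 calcium fluorescence · Control set – DMSO vehicle as 0%, PEA at EC100 as 100% · Repeats – single well for each compound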
CHO parental Ca: counter-screen: ATP calcium response change in parental CHO cells. inhibition, % at 5.6 µM. hit rate 0.63% among 330,000. AID 463079. parental CHO-K1, ATP-induced calcium, Fluo-8 fluorescence;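 active means inhibition above that plate's mean sample inhibition plus 3 SD, cut at about 26% in these data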;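 further: 0% = ATP-challenged DMSO wells and 100% = DMSO wells without ATP; some compounds past the cut are filed as inactive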
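material = parental CHO cells | also added = ATP as calcium-mobilizing challenge | dosing = single point at 5.6 µM | detection = intracellular calcium via Fluo-8 no-wash fluorescent dye | read-out = % inhibition | benchmarks = low control ATP plus DMSO, high control DMSO only | repeats = one well per compound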
M1 ag: human M1 muscarinic receptor agonism | P11229 | hit rate 0.33% among 360,000 | CHO-K1 hM1, Fluo-8 calcium fluorescence, agonist mode; 0% DMSO, 100% acetylcholine EC100 | AID 588814 | activation, % at 3 µM;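 active means activation above the run's mean compound activation plus 3 SD, cut at about 16% in these data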;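 further: peak over basal fluorescence ratio within a 140 s kinetic read after compound addition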
CHO-K1 Ca ag: counter-screen for M1 agonists: effect in parental CHO-K1 cells. Fluo-8 calcium fluorescence; scaled to maximal ATP response, vehicle zero. activation, % at 3 µM. hit rate 0.48% among 360,000; in the data active means activation above about 15%;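 further: untransfected CHO-K1 host cells lacking M1 receptor as counterscreen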
An asterisk follows results filed as active; / = no result given; & = joins results of further samples. Not a hit list; overall some 3.3% were active at least once.

Each structure is followed by: OXTR potentiator, CHO-K1 Ca antag, V1aR counter, TAAR1 antagonist, M1 PAM parental, TAAR1 ag, CHO parental Ca, M1 ag, CHO-K1 Ca ag
CC12C=CC3(CN(Cc4ccccc4)C(=O)C3C1C(=O)NCc1ccco1)O2 (stereo unspecified)
→ 0.6, -1.0, -0.3, -1.4, 5.1, 6.3, -6.1, -3.4, 5.5
C[C@@H]1CC=C[C@H]2[C@H]1C(=O)N(Cc1ccccc1)[C@H]2c1ccc(-c2ccoc2)cc1F
→ -4.9, -24.4, -1.1, -5.8, 13.1, 0.6, -31.2, -4.9, 1.1
O=C(/C=C/c1ccc2c(c1)OCO2)NCC1CCCO1 (stereo unspecified)
→ 3.5, -6.9, 1.1, 11.1, 26.6, 1.5, -7.4, -7.8, 0.8
CCOc1cc(/C=C(\C#N)C(=O)NCc2cccnc2)ccc1O
→ -5.0, 32.5*, 0.4, 4.7, -14.8, 4.3, -4.2, -3.4, 9.2
O=C(Cc1cc(=O)[nH]c(=O)[nH]1)N1CCN(C(=O)c2ccco2)CC1
→ 1.9, -1.0, 0.2, 2.8, 8.2, 1.5, 0.1, -1.5, 0.4
COc1ccc(-c2cn(-c3ccccc3)nc2CO)cc1
→ -14.4, -12.9, 4.9, 14.0, 8.0, -0.1, -1.4, -1.0, 4.7
CN(C)C(=O)/C(=C\c1ccc(-c2cccc([N+](=O)[O-])c2)o1)NC(=O)c1ccccc1
→ -5.9, -14.0, -0.5, 19.2, 9.9, -0.5, -16.7, -3.2, 1.5
c1cnc2c(c1)ccc1cccnc12
→ -3.9&-2.2, -9.0&-1.5, 0.6&1.9, -13.8&-5.0, 16.5&-5.3, -0.8&6.6, -19.4&-0.2, -4.5&-6.1, 0.5&0.4
COc1cc(C(C2C(=O)CC(C)(C)CC2=O)C2C(=O)CC(C)(C)CC2=O)cc(OC)c1OC
→ -3.4, -5.0, 1.0, 5.6, -4.1, -1.6, -3.2, -5.6, 0.7
COc1ccc(-c2noc(N3CCC(C(=O)Nc4cc(OC)c(OC)c(OC)c4)CC3)n2)cc1
→ -7.8, -8.2, 7.1, -46.3, 8.0, -1.4, -19.1, -1.9, 0.4
CCCCN(C(=O)CSc1nnc(-c2ccco2)o1)c1c(N)n(Cc2ccccc2)c(=O)[nH]c1=O
→ 1.3, -4.8, -0.2, -11.6, -9.0, 0.0, -9.5, -2.6, 0.9
O=C(NCCc1c[nH]c2ccccc12)C(=O)NCC1OCCCN1S(=O)(=O)c1cc(F)ccc1F (stereo unspecified)
→ -11.3, 3.1, 7.2, 45.0, 1.8, 27.5, -13.5, 0.3, 4.7
CCOC(=O)CSc1nc2sccc2c(=O)[nH]1
→ -0.1, 14.6, 1.2, 3.2, -2.1, 7.0, 0.6, -2.4, -0.2
CC1(C)CC2CC(C)(CN2C(=O)COC(=O)c2ccccc2C(F)(F)F)C1 (stereo unspecified)
→ -6.2, -22.0, 0.2, -9.6, 22.1, 3.6, -18.2, -0.5, 2.5
Cc1ccc(C(=O)CC(Nc2ccc(F)cc2)c2ccccc2)cc1 (stereo unspecified)
→ -12.1, -0.5, -1.1, 26.1, 4.2, 5.7, -26.4, -7.5, 0.4
COc1ccc(-c2csc(C(O)c3ccccc3)n2)cc1 (stereo unspecified)
→ /, -15.3, /, 16.9, 22.4, 7.8, /, -1.1, 2.2
Cc1cccc2cc(C3CC(c4cccs4)=NN3S(C)(=O)=O)c(Cl)nc12 (stereo unspecified)
→ -2.9, -13.9, -0.5, 83.2*, 11.0, 2.9, 0.3, -2.7, 1.6
Cc1cc(C)c(S(=O)(=O)N2CCOC2CNC(=O)C(=O)NCCCn2ccnc2)c(C)c1 (stereo unspecified)
→ -3.8, -9.9, -0.9, -19.6, 16.0, 3.3, -3.5, -4.6, 0.1
CCn1nnnc1SCC(=O)c1ccc(C)cc1C
→ -7.5, -1.5, 1.4, 3.0, -0.1, 2.9, -1.9, -7.0, -0.4
COc1ccc(-c2nc(CSCC(=O)NC3CCCC3)c(C)o2)cc1OC
→ -8.6, 2.0, 0.3, -1.6, 16.3, -0.4, -11.5, 2.1, -0.1
COc1ccccc1NC(=O)c1ccc(-n2cncn2)nc1
→ -5.9, -3.7, 0.1, -15.9, 15.9, 4.6, 2.5, -5.0, 0.8
C=CCC(Nc1ccco1)c1ccccc1 (stereo unspecified)
→ -18.1, -11.3, -1.8, -4.2, 16.2, 22.7, -23.0, -5.5, 0.4
CCN(C(=O)COC(=O)c1cccnc1)c1cccc2ccccc12
→ -11.4, 1.6, 0.8, -3.6, 2.8, 5.5, -10.6, -4.6, 1.7
CC1C(=O)N(Cc2cn(CCC3OCCCO3)nn2)CCS(=O)(=O)N1Cc1ccc(-c2ccc(Cl)c(Cl)c2)cc1 (stereo unspecified)
→ /, 7.6, /, 69.1*, -6.6, 14.8, /, 1.1, 10.1
O=C(Cc1cn(-c2ccccc2)nc1-c1ccccc1)N1CCCCC1
→ -8.9, -7.1, 4.6, 18.4, 14.4, 3.8, -15.1, -3.3, 3.6
COc1ccc(-c2cccc(NS(=O)(=O)c3cccc([N+](=O)[O-])c3)c2)nn1
→ -13.6, -5.9, 3.4, -4.1, 7.2, 3.0, 2.8, -0.2, 4.2
CCCOC(=O)c1ccc(-c2c(C)noc2-c2ccc(OC)cc2O)o1
→ -12.2, -0.5, 1.8, -14.1, 26.1, 16.4, -10.0, 1.2, 3.2
CCOC(=O)N1CCN(C(=O)C(NS(=O)(=O)c2cccc3nsnc23)c2ccccc2)CC1 (stereo unspecified)
→ -2.7, -1.8, -0.5, -5.5, 9.6, 0.7, -18.7, -2.7, 0.4
Cc1cc2cc(CCNC(=O)C(C)C)c(=O)[nH]c2cc1C
→ -3.0, -6.2, -0.2, -12.9, 2.3, 5.8, -2.7, -0.7, 0.0
CCC(CC)NC(=O)C1CCN(c2ccc(S(=O)(=O)N3CCOCC3)cc2[N+](=O)[O-])CC1
→ -1.6, 6.0, 2.0, 2.6, -8.0, 1.1, -4.7, -4.6, 0.8
COc1cc2nc(CN3CCN(S(=O)(=O)c4ccc(Br)cc4)CC3)[nH]c(=O)c2cc1OC
→ -3.0, -11.4, -0.8, -6.3, 10.1, 4.7, -26.7, -7.4, 2.5
CCC1Nc2ncnc(N3CCCCC3)c2N(Cc2ccc(Br)cc2)C1=O (stereo unspecified)
→ 3.5, -15.1, -0.7, -5.2, 8.5, 14.3, -16.6, -9.5, -0.2
Cc1cc(OCC(=O)OCC(=O)N2CCCc3ccccc32)ccc1Cl
→ /, -12.5, /, 3.5, 21.0, -0.9, /, -5.9, 3.7
COc1cc(NS(=O)(=O)c2ccc(Br)s2)cc(OC)c1
→ -3.0, -5.3, 1.4, 2.8, 15.7, 19.1, -5.0, -5.3, 2.4
C[C@@H]1CCC[C@H](C)N1Cc1nc(Cc2ccccc2Cl)no1
→ -16.1, 2.5, -0.9, -0.8, 4.2, -0.1, -23.3, -14.0, 0.0
CCc1ccc(NC2=NC(C(=O)NC3CCCCC3)CC(=O)N2)cc1 (stereo unspecified)
→ 2.0, 3.5, 0.9, -8.2, -3.7, 8.5, -0.7, -2.7, 0.1
CC1CCCC(C)N1C(=O)Cn1cc(/C=C2/C(=O)Nc3ccccc32)c2ccccc21 (stereo unspecified)
→ -6.4, 0.3, 5.1, /, 16.9, /, -27.0, -3.9, 1.9
COc1ccc(C(=O)NCCSCc2cccc(Cl)c2)cc1OC
→ /, -11.6, /, -4.1, 20.6, 9.7, /, -3.2, 2.7
CC1CC1C(=O)OCC(=O)Nc1ccc(S(=O)(=O)N2CCOCC2)cc1 (stereo unspecified)
→ -8.1, 0.0, 1.6, 8.8, 1.5, 0.9, -12.7, -2.3, 0.7
O=C(CCCOC(=O)c1ccc(O)cc1)c1ccccc1
→ -4.6, 1.3, 3.3, 19.8, -2.9, 7.5, -13.4, 0.9, 5.7
CNC(=O)c1ccc(NC(=O)CCNC(=O)Nc2ccccc2)cc1
→ /, 10.5, /, -16.5, -3.2, 2.4, /, -4.7, 4.1
O=C1C2ON(c3ccc(Cl)cc3)C(c3ccco3)C2C(=O)N1c1ccccc1 (stereo unspecified)
→ -13.4, -11.7, 0.7, 19.2, 24.4, 6.0, -20.8, -3.7, 1.4
Cc1nc(C)c(-c2ccc(SCc3ccccc3F)nn2)s1
→ -6.0, -24.2, -1.3, -25.0, 13.7, -2.6, -21.6, -3.6, 3.8
COc1ccc(Cl)cc1-c1cc(C(=O)NCc2ccco2)[nH]n1
→ /, -1.1, /, -2.5, 15.4, -0.5, /, -5.8, 0.1
CCCCN(CCCC)S(=O)(=O)c1c(C)[nH]c(=O)[nH]c1=O
→ 4.9, -6.2, -0.1, -10.1, 22.1, 2.9, -2.1, -9.3, 0.4
Cc1ccc(S(=O)(=O)NCCC(=O)NCc2ccc(Cl)cc2)cc1C
→ -13.0, -7.5, 2.6, 5.3, -0.4, 0.6, -16.7, -2.1, 4.3
COCCOc1nc2c(c(=O)n(C)c(=O)n2C)n1CCc1ccccc1
→ -16.0, 7.2, 2.9, -15.8, 5.0, 3.5, -13.7, -0.4, 0.9
FC(F)(F)c1cccc(-c2nn[nH]n2)c1
→ -4.6, -6.2, 0.3, -4.9, -2.0, 0.6, -3.5, -1.3, -0.1
CC(=O)n1cc([C@H]2C=C(C(=O)N3CCN(Cc4ccc5c(c4)OCO5)CC3)O[C@@H](OCCCCO)C2)c2ccccc21
→ -11.7, -16.7, 2.3, 34.8, 15.2, 17.9, -3.7, -1.4, 2.7
Cc1ccc(C(=O)C2C(c3cccs3)NC(=O)NC2(O)C(F)(F)F)cc1 (stereo unspecified)
→ -2.2, -3.3, 0.4, 5.4, 17.6, 4.0, -5.8, -2.9, 3.6

Looked up one by one from the list above (3):
Each structure is followed by: OXTR potentiator, CHO-K1 Ca antag, V1aR counter, TAAR1 antagonist, M1 PAM parental, TAAR1 ag, CHO parental Ca, M1 ag, CHO-K1 Ca ag
CNC(=O)c1ccc(NC(=O)CCNC(=O)Nc2ccccc2)cc1
→ /, 10.5, /, -16.5, -3.2, 2.4, /, -4.7, 4.1
CCCCN(CCCC)S(=O)(=O)c1c(C)[nH]c(=O)[nH]c1=O
→ 4.9, -6.2, -0.1, -10.1, 22.1, 2.9, -2.1, -9.3, 0.4
Cc1ccc(S(=O)(=O)NCCC(=O)NCc2ccc(Cl)cc2)cc1C
→ -13.0, -7.5, 2.6, 5.3, -0.4, 0.6, -16.7, -2.1, 4.3
